# XiGFP reactiv = reactivates the inactive X chromosome in mouse fibroblasts | XiGFP mouse fibroblasts, % GFP-positive cells imaging, 3 d; cells co-treated with 5-aza-dC sensitizer; scaled so ellipticine positive control = 100% | activation, % at 7.58 µM | hit rate 0.055% among 360,000;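 active = mean normalized replicate activation at least 10% and every replicate at or above 10%; inconclusive = only one of the two criteria met; inactive = mean below 10% and not all replicates reach 10%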;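 note: 0% = median of on-plate neutral control wells and 100% = ellipticine 6 µM median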
#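 Material: SV40-immortalized XiGFP fibroblast cells, line 68-5-11 | Buffer or medium: DMEM containing 5-aza-dC | Dosing: One concentration, pinned | Times: 3 d treatment, 15 min room-temperature fixation | Controls: Ellipticine 6 µM positive control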
# esBAF inh = SWI/SNF esBAF complex inhibition; mouse ES cells, Bmi1-luciferase knock-in reporter, 24 h; 100% = twice the neutral-well signal; reporter increase, % at 12.5 µM; hit rate 2% among 350,000; AID 602393; in the data active = activation above about 40%; inconclusive = no clear call, values can overlap the other calls;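 note: 0% = median of the plate's neutral control wells and 100% = double that signal; a rise in the Bmi1 reporter signal indicates esBAF inhibition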
# RAD52 anneal inh = inhibitors of human RAD52 DNA annealing | inhibition, % at 18.7 µM | P43351 | recombinant RAD52 DNA annealing, FRET fluorescence | hit rate 0.46% among 360,000;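 active = every replicate showing at least 50% inhibition; inconclusive = mean inhibition at least 50% but not in every replicate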
# E-sel inducer = E-selectin induction on HUVECs. hit rate 0.37% among 260,000. P16581. HUVEC E-selectin immunofluorescence imaging; normalized: neutral wells 0, TNF-alpha wells 100. activation, % at 7.58 µM;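 active = mean E-selectin-positive cell signal at least 10% of the positive control, reached in at least 60% of replicates, without over 20% cell loss; inconclusive = no rule given, readout overlaps actives, possibly toxicity-flagged; inactive = the rest, including those meeting only one limit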;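 note: in these data hits start at about 27%; measured in HUVEC primary endothelial cells; signal is the percent of cells scored E-selectin positive by PE staining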
# Target sequence (P16581 whole entry, looked up): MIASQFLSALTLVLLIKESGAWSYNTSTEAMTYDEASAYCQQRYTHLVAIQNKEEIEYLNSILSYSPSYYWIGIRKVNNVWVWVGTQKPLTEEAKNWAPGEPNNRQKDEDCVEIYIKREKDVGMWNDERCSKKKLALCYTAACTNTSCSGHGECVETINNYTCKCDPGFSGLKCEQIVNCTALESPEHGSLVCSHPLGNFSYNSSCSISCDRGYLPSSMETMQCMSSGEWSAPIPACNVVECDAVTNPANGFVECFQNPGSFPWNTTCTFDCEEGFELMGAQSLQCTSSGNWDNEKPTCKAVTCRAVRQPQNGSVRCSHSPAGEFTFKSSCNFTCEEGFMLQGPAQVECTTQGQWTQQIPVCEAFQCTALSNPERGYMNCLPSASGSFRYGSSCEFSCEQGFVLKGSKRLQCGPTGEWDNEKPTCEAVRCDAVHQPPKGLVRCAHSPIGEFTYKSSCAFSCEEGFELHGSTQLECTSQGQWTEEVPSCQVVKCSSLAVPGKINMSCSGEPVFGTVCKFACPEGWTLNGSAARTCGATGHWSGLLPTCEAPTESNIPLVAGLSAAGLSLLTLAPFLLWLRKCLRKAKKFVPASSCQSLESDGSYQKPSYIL
#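 Test system – human umbilical vein endothelial cells (HUVEC), E-selectin induction · Input – 3,000 HUVEC seeded per well · Buffer or medium – EGM-2, gelatin · Compound dosing – single-point compound dose · Detection – immunofluorescence imaging · Measure – percent E-selectin-positive cells · Controls – TNF-alpha high, DMSO low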
# ERp5 block = blocks human ERp5 reductase activity on insulin | inhibition, % at 9.99 µM | hit rate 0.05% among 350,000 | ERp5 insulin aggregation, absorbance 650 nm, 90 min | AID 651711;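 active = mean replicate inhibition above about 25%, with every replicate also reaching it, limit read from the data, passing the limit was not always enough; inconclusive = only one of those two criteria met; inactive = neither criterion met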
# S100A4 MyoIIA = S100A4-myosin IIA interaction inhibition. AID 652163. P26447. hit rate 0.14% among 360,000. inhibition, % at 10.7 µM. S100A4/TAMRA-MyoIIA peptide fluorescence polarization;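 active = mean inhibition of at least 70% across replicates, with every replicate also reaching that level; inconclusive = mean inhibition reaches 70% but some replicates fall short; inactive = mean inhibition below 70%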
# Target sequence (P26447 whole entry, looked up): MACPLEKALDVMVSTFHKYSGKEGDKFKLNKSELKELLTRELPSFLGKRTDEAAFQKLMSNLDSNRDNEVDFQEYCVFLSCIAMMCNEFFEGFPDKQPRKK
#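 Test system – S100A4 monomer (human) · Compound – single-point compound testing · Schedule – 5 min incubation before reading · Probe or stimulus – TAMRA-labelled myosin IIA heavy-chain peptide probe, 5 nM · Benchmarks – neutral control DMSO, positive control TFP · Medium – Calcium-containing HEPES buffer, pH 7.2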
# RAD54 branch = inhibitors of human RAD54 branch migration; RAD54 Holliday junction branch migration, FAM/BHQ fluorescence; inhibition, % at 10.4 µM; hit rate 0.14% among 360,000;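 active = mean normalized replicate activity at least 40 and at least half of replicates scoring 40 or more; inconclusive = only one of the two criteria met; inactive = mean below 40 and under half of replicates reaching 40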;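 note: 0% = median of neutral control wells and 100% = median of positive control wells; inhibitors cause a drop in the FAM fluorescence signal; in these data hits start at about 50%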
# ERAP1 inh = blocks human ERAP1 aminopeptidase activity; Q9NZ08; recombinant ERAP1, Leu-AMC fluorescence, 60 min; inhibition, % at 10.7 µM; hit rate 0.15% among 340,000;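 active = mean replicate inhibition of at least 30%, or all replicates individually reaching that 30% level; inactive = mean below 30% and not every replicate reaching it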;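 note: 0% = neutral control wells and 100% = L-leucinethiol positive control wells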
# The depositor's hits bear a star; ? = inconclusive; nt = not tested or not shown; & = joins results of further samples.
SMILES,XiGFP reactiv,esBAF inh,RAD52 anneal inh,E-sel inducer,ERp5 block,S100A4 MyoIIA,RAD54 branch,ERAP1 inh
Cc1ccc(C(=O)NCCOc2cccc(C)c2)cc1,0.1,31,-2,-7.7,-1,-1,nt,7
CNC[C@@H]1OCCCC[C@@H](C)Oc2ccc(NS(=O)(=O)c3cccs3)cc2C(=O)N([C@H](C)CO)C[C@@H]1C,0.1,-8,4,0.0,11,-1,1,2
CN(C)C=Nc1ccc2nc3c(cc2c1)[nH]c1ccccc13,0.0,3,96*,0.1,3,-7,nt,19
Cn1c(=O)c(C(=O)CSc2ccccc2)c(N)n(Cc2ccccc2)c1=O,1.0,nt,-8,nt,3,-3,nt,2
C[C@@H]1CN([C@@H](C)CO)C(=O)c2cc(-c3ccc(F)cc3)cnc2O[C@H]1CN(C)CC1CCCCC1,-0.9,-4,2,0.0,4,3,-3,-12
COCC(=O)N1C[C@H](C)[C@H](OC)CN(C)C(=O)c2ccc(NC(=O)C3CCC3)cc2OC[C@H]1C,0.2,2,2,-0.1,0,-23,-5,-2
CCCCN1C=C(C(=O)OC)C(c2ccccc2Cl)C(C(=O)OC)=C1,0.0,nt,-3,nt,1,-3,nt,6
O=C(NN1C(=O)c2ccccc2C1=O)c1ccccc1[N+](=O)[O-],-0.1,nt,-3,2.2,6,3,nt,6
COc1ccccc1C(=O)NC(=O)COC(=O)c1cnc(C)cn1,0.1,-6,-1,0.0,-18,-3,-5,-1
COc1ccc(C2=Nc3ccccc3N(C(=O)c3ccncc3)C2C(=O)NC(C)(C)C)cc1 (stereo unspecified),0.1,nt,0,?,1,-14,nt,nt
Cc1nnc(SCc2ccc(C(=O)c3ccc(Cl)cc3)o2)n1-c1ccccc1,nt,1,-14,nt,-1,-12,-4,1
C[C@H](CO)N1C[C@H](C)[C@H](CN(C)CC2CCCCC2)Oc2c(NC(=O)Nc3ccc(C(F)(F)F)cc3)cccc2C1=O,-0.1,0,48,0.2,10,-8,-6,-41
Cc1nc(CC(C)C)cc(C(=O)N2CCCC(CNS(=O)(=O)c3cccs3)C2)n1 (stereo unspecified),0.3,nt,-3,0.1,4,1,nt,-3
COc1ccc(N2CCN(C(c3cccs3)C(C)NC(=O)C(=O)N3CCCCC3)CC2)cc1 (stereo unspecified),0.1,-6,-21,nt,-6,-1,-6,0
COc1ccc(N2CCN(C(CNC(=O)c3ccco3)c3ccco3)CC2)cc1 (stereo unspecified),0.2,3,-1,nt,6,8,5,1
Cc1ccc(NC(=O)N2CCc3ccccc3C2)c(C)c1,0.1,nt,-1,nt,5,-7,-2,0
O=C(C[C@@H]1C=C[C@@H](NC(=O)c2ccncc2)[C@H](CO)O1)NCC1CC1,0.0,-3,-11,0.8,7,-3,-2,-3
CCCCN(C)C(=O)Cn1nc(-c2ccc(Cl)cc2)ccc1=O,0.4,-4,-6,0.3,1,-6,-20,0
O=C(CCCC(=O)NN=Cc1ccccc1Cl)NN=Cc1ccccc1Cl,-0.1,nt,-7,-0.1,-1,1,nt,1
Cc1ccc2cccc(OCc3ccc(F)cc3)c2n1,0.2,0,-10,nt,5,3,-2,4
O=C(C[C@H]1C[C@@H]2c3cc(NC(=O)C4CCC4)ccc3O[C@@H]2[C@H](CO)O1)NCCc1ccccc1,0.1,-1,-13,0.7,6,6,9,1
C[C@@H]1CCCCO[C@H](CN(C)C(=O)NC2CCCCC2)[C@H](C)CN([C@H](C)CO)C(=O)c2cc(NC(=O)Nc3ccc(F)cc3)ccc2O1,-0.1,5,-14,nt,-6,5,-6,0
FC(F)(F)c1ccc(-c2noc(CN3CCCN(C4CCCCC4)CC3)n2)cc1,0.0,-2,-34,5.0,-1,-2,-1,4
COc1ccc(CN(C)C[C@H]2Oc3c(NS(C)(=O)=O)cccc3C(=O)N([C@@H](C)CO)C[C@@H]2C)cc1,0.2,0,-4,1.2,-3,0,0,-2
COc1cc(OC)c(OC)cc1CNC(=O)c1cccc(S(=O)(=O)N2CCc3ccccc3C2)c1,-0.7,nt,-16,2.0,10,-10,nt,3
O=C(Cc1ccc(Cl)cc1)NCCS(=O)(=O)N1CCN(c2ccccc2F)CC1,0.0,-11,-4,0.3,1,-1,-2,-4
COc1ccccc1NC(=O)CSc1nn2c(=O)c(C)nnc2s1,-0.1,0,-10,0.1,3,3,8,0
Cc1noc(C)c1NC(=O)Nc1ccc2c(c1)CC(=O)N([C@@H](C)CO)C[C@H](C)[C@H](CN(C)CC1CC1)O2,-0.8,0,0,-0.2,3,7,0,-7
COc1ccc([C@H]2C[C@H](n3cc(-c4ccc(F)cc4)nn3)[C@@H](O)CN2Cc2cccs2)cc1,0.0,-4,-44,2.4,0,-1,7,2
CCOC(=O)/C(C#N)=C/Nc1ccsc1C(=O)OC,0.0,3,-11,9.3,-4,0,0,-4
COc1ccc2c3c(n(C)c2c1)[C@@H](CO)N(Cc1cccnc1)CC31CCN(C(=O)c2cccnc2)CC1,0.2,nt,-278,0.3,-7,4,nt,0
COc1ccc(C2=NOC(CNC(N)=S)C2)cc1 (stereo unspecified),0.4,nt,-5,0.5,9,0,nt,-2
CO[C@H](CN(C)C(=O)C1CCOCC1)[C@H](C)CN([C@H](C)CO)S(=O)(=O)c1ccccc1,0.1,-1,4,0.0,1,10,-5,0
COc1ccc(C2CC(=O)c3cnc(NC(=O)c4ccccc4)nc3C2)cc1OC (stereo unspecified),0.2,1,-54,0.3,4,1,2,0
C[C@@H]1CN([C@@H](C)CO)C(=O)c2cc(C#CC3(O)CCCC3)cnc2O[C@H]1CN(C)C,-0.7,-1,3,0.4,-3,10,2,2
c1ccc(Cc2cnc(N3CCN(Cc4ccc5c(c4)OCCO5)CC3)nc2)cc1,-0.1,nt,-13,0.1,4,7,nt,1
COC(=O)c1c(C)[nH]c(C(=O)CN2C(=O)C3CC=CCC3C2=O)c1C (stereo unspecified),0.2,?,-4,nt,0,0,-1,2
Cc1noc(C)c1NC(=O)Nc1cccc2c1O[C@H](CN(C)C(=O)Nc1c(C)noc1C)[C@@H](C)CN([C@H](C)CO)C2=O,-1.5,3,-4,-0.2,1,-11,3,0
COC(=O)C1=CN(c2ccc(OC)cc2)C=C(C(=O)OC)C1c1cccc(F)c1,-0.1,-6,-11,nt,-5,0,-9,0
CN(C)c1ccc(CNC(=O)CN(C)S(=O)(=O)c2cccc3cccnc23)cc1,-0.1,-7,-16,nt,0,2,-5,4
CCCC(=O)Nc1ccc2c(c1)OC[C@H](C)N(C)C[C@H](C)[C@H](OC)CN(C)C2=O,0.0,-4,-5,0.0,1,-1,1,2
COc1ccc(C(=O)N2C[C@H]3[C@@H](c4ccccc42)[C@H](CO)N3Cc2ccccc2Cl)cc1,-0.1,-4,4,0.0,0,-1,-2,-2
COc1ccc(C(C#N)CC(=O)c2ccc(OCc3ccccc3)c(OC)c2)cc1OC (stereo unspecified),0.1,2,-23,-0.1,2,-16,-3,0
COc1cccc(N2CC(C(=O)Nc3nnc(SCc4ccccn4)s3)CC2=O)c1 (stereo unspecified),-0.1,15,nt,0.5,nt,nt,-5,nt
CCc1nnc(NC(=O)C2CCN(c3ncnc4sc(C)c(C)c34)CC2)s1,0.0,-14,-12,nt,3,-3,-3,4

# Only RAD52 anneal inh (2 entries from above):
molecule | RAD52 anneal inh
C[C@@H]1CN([C@@H](C)CO)C(=O)c2cc(-c3ccc(F)cc3)cnc2O[C@H]1CN(C)CC1CCCCC1 | 2
COc1ccc(C2=NOC(CNC(N)=S)C2)cc1 (stereo unspecified) | -5

# (more compounds)
SMILES,XiGFP reactiv,esBAF inh,RAD52 anneal inh,E-sel inducer,ERp5 block,S100A4 MyoIIA,RAD54 branch,ERAP1 inh
COc1ccccc1NC(=O)Nc1nc(CC(=O)N2CCN(c3ccc(F)cc3)CC2)cs1,0.0,2,-69,1.1,-1,14,6,1
O=C(NC(Cc1cccc(F)c1)C(=O)O)C1CCCCC1 (stereo unspecified),0.0,-15,-11,-0.1,10,10,3,0
O=C(CNc1cccc(S(=O)(=O)N2CCCC2)c1)Nc1cccc(C(F)(F)F)c1,0.2,5,-7,-0.1,0,-5,8,-2
COc1ccc(Cc2nnc(NS(=O)(=O)c3ccccc3)s2)cc1,0.8,-1,-25,2.7,-5,-1,-10,9
NS(=O)(=O)c1ccc(CCNC(=O)CSc2nc3c(sc(=S)n3-c3ccccc3)c(=O)[nH]2)cc1,-0.1,0,8,1.1,2,-2,6,-1
C[C@H]1CN([C@@H](C)CO)C(=O)Cc2cc(NC(=O)Cc3ccccc3)ccc2O[C@H]1CN(C)C(=O)Nc1cccc2ccccc12,0.1&0.1,0&1,28&-12,12&0.1,-2&1,-2&-2,3&8,-1&1
CC[C@@]1(C(=O)OC)N[C@H](CN(C)S(=O)(=O)c2ccc(OC(F)(F)F)cc2)[C@@H]2C(=O)N(C)C(=O)[C@@H]21,0.0,-8,-6,nt,3,4,-17,-4
COc1ccc(C(=O)N/N=C(\C)CC(=O)Nc2cccc(C(F)(F)F)c2)cc1,0.0,0,-9,11,0,-4,-1,5
COc1ccc2c3c([nH]c2c1)[C@@H](CO)N(Cc1ccccc1)CC31CCN(CC2CC2)CC1,0.2,nt,25,-0.3,-1,5,nt,6
O=C(Nc1nnc(Cc2ccccc2)s1)Nc1ccccc1F,0.0,53*,7,nt,2,-1,0,3
C=C(C)CSc1nc2c(c(=O)[nH]c(=O)n2C)n1CCC(C)C,0.1,-5,-35,-0.1,6,0,12,nt
Cc1nc(N)sc1-c1ccccc1,0.0,1,0,-1.2,-2,-5,-10,1
Cc1cccnc1CN1CCN(Cc2nc(C(c3ccccc3)c3ccccc3)no2)CC1,0.0,-11,-28,0.2,2,-2,-10,-3

# A few values from the list.
# For RAD52 anneal inh, COc1cc(OC)c(OC)cc1CNC(=O)c1cccc(S(=O)(=O)N2CCc3ccccc3C2)c1 has -16
# For S100A4 MyoIIA, COc1ccc2c3c([nH]c2c1)[C@@H](CO)N(Cc1ccccc1)CC31CCN(CC2CC2)CC1 has 5
# For esBAF inh, COc1ccc(N2CCN(C(CNC(=O)c3ccco3)c3ccco3)CC2)cc1 (stereo unspecified) has 3
# For XiGFP reactiv, COc1ccc2c3c(n(C)c2c1)[C@@H](CO)N(Cc1cccnc1)CC31CCN(C(=O)c2cccnc2)CC1 has 0.2
# For ERAP1 inh, COC(=O)c1c(C)[nH]c(C(=O)CN2C(=O)C3CC=CCC3C2=O)c1C (stereo unspecified) has 2
# For RAD54 branch, COc1ccc(N2CCN(C(c3cccs3)C(C)NC(=O)C(=O)N3CCCCC3)CC2)cc1 (stereo unspecified) has -6
# For S100A4 MyoIIA, O=C(CNc1cccc(S(=O)(=O)N2CCCC2)c1)Nc1cccc(C(F)(F)F)c1 has -5

# Compound activity (PubChem BioAssay)
